BAZ2B block = inhibitors of human BAZ2B bromodomain. AlphaScreen BAZ2B-H3K14Ac peptide displacement. AID 504333. Potency, µM (top dose mostly 114 µM), for the others: at the highest dose activity change, negative = inhibition, actives largely listed as inhibitors. 4.4% of 360,000 active. Q9UIF8; further: on the % scale 0 is the no-effect control and ±100 the full control effect; nearly all actives have a fitted effect of over 60% in size
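AlphaScreen luminescence quantifies BAZ2B engagement of H3K14Ac peptide; the protein and biotinylated peptide are both at 50 nM final, buffer PBS pH 7.4 with 0.01% Tween-20, all steps at room temperature.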
G9a block = G9a (human) methyltransferase inhibition. Q96KQ7. G9a H3K9 monomethylation, AlphaScreen, 2 h. Potency, µM (doses to about 102 µM), without a hit: at the top dose activity, negative = inhibition, usual class: inhibitors. 8.8% of 350,000 active. AID 504332; further: on the % scale 0 is the no-effect control and ±100 the full control effect; nearly all actives have a fitted effect of over 75% in size
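Using a bead-based AlphaScreen, monomethylated H3K9 product from 2 h room-temperature reactions (G9a 20 nM, peptide 500 nM, SAM 20 uM) was detected with 0.5 ug/mL rabbit anti-H3K9me1 antibody.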
BLM inh = blocks DNA unwinding by human BLM helicase | P54132 | recombinant BLM DNA unwinding, fluorescence dequenching | Potency, µM (doses to about 56.1 µM), without a hit: top-dose activity change, negative = inhibition, usual class: inhibitors | 0.2% of 350,000 active | AID 2528;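 further: plate controls were vehicle for no effect and no enzyme for full effect; nearly all actives have a fitted effect of over 35% in size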
Pol eta inh = DNA polymerase eta (human) inhibition; Q9Y253; Potency, µM (doses to about 114 µM), without a hit: at the top dose activity change, negative = inhibition, hits mostly inhibitors; recombinant Pol eta, fluorescent DNA replication assay; AID 588591; 1.2% of 390,000 active; further: on the % scale 0 is the no-effect control and ±100 the full control effect
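Pol eta at 10 nM preincubated with compounds 15 min at room temperature; reaction started with fluorescent substrate (50 nM final) and read kinetically at 0 and 10 min.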
POLI inh = inhibitors of human DNA polymerase iota. Pol iota fluorescent replication assay, 10 min. Potency, µM (doses to about 115 µM), inactives show top-dose activity, negative = inhibition, hits mostly inhibitors. 1% of 390,000 active. AID 588590
Target sequence (Q9UNA4 whole entry, looked up): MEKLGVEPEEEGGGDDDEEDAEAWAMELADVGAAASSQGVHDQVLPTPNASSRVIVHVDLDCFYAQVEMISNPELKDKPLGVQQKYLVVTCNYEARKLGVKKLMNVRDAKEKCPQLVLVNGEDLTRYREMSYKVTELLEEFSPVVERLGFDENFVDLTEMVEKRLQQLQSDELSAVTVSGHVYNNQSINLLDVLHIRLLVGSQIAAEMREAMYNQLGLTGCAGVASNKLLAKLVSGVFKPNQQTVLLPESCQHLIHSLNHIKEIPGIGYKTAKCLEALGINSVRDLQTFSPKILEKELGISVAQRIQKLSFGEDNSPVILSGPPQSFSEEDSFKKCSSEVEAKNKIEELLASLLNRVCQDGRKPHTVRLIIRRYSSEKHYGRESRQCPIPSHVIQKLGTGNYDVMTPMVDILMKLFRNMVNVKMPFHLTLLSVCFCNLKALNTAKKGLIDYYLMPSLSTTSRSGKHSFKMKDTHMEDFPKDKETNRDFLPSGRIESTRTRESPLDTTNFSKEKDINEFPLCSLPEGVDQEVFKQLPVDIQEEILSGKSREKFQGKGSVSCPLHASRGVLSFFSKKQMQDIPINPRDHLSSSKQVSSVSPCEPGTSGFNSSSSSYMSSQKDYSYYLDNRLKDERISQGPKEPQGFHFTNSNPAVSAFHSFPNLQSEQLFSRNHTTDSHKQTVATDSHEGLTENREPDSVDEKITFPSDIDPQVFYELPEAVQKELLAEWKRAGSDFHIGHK
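Fluorescent replication assay read twice, at 0 min and 10 min after adding 50 nM (final) substrate. Enzyme (10 nM) and compounds were first incubated 15 min at room temperature; enzyme-free buffer wells were negative controls.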
Pol kappa inh = DNA polymerase kappa (human) inhibition. AID 588579. Potency, µM (titrated, usually from 107 µM), for inactives: at the highest dose activity, negative = inhibition, actives largely listed as inhibitors. purified Pol kappa, fluorescent DNA synthesis assay, 10 min. 0.53% of 400,000 active. Q9UBT6; further: on the % scale 0 is the no-effect control and ±100 the full control effect
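10 nM Pol kappa preincubated 15 min at room temperature with compounds, then reaction started with substrate at 50 nM final. Fluorescence read kinetically at 0 and 10 min; buffer-only wells served as negative control.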
APEX1 inh = blocks human APE1 abasic DNA cleavage | P27695 | recombinant APE1, TAMRA/BHQ-2 abasic DNA cleavage fluorescence | Potency, µM (highest dose often 65.8 µM), for inactives: at the top dose activity change, negative = inhibition, most hits filed as inhibitors | 0.35% of 350,000 active | AID 2517;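 further: plate controls were vehicle for no effect and reference inhibitor for full effect; nearly all actives have a fitted effect of over 55% in size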
Target sequence (P27695 whole entry, looked up): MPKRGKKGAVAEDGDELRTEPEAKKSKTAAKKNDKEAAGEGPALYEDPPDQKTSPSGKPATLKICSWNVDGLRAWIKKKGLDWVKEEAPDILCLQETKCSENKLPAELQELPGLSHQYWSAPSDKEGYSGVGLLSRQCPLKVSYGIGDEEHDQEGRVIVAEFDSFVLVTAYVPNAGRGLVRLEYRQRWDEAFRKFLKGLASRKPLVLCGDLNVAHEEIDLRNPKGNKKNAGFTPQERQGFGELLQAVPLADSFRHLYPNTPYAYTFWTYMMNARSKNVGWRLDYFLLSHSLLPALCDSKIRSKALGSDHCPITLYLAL
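Enzyme (0.75 nM final) and test compound are incubated 15 min at room temperature before adding 50 nM quenched THF abasic-site duplex. Cleavage dequenches TAMRA, followed at 525/598 nm over three reads one minute apart.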
Apoferritin bind = binds horse apoferritin like a general anesthetic | P02791 | apoferritin/1-aminoanthracene competitive binding, fluorescence | Potency, µM (highest dose often 77.5 µM), without a hit: at the top dose activity change, negative = displacement, actives largely listed as inhibitors | 0.074% of 350,000 active | AID 485281; further: on the % scale 0 is the no-effect control and ±100 the full control effect; nearly all actives have a fitted effect of over 20% in size
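Concentration-response curves derived by four-parameter Hill fitting of normalized fluorescence, where compounds displaced 1-AMA from 10 uM horse apoferritin following a brief 10 min room-temperature incubation; propofol titration acted as positive control.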
POLB inh = blocks human DNA polymerase beta activity; AID 485314; Pol beta primer extension/strand displacement, fluorescence kinetic; P06746; 1.3% of 340,000 active; Potency, µM (top dose mostly 114 µM), for the others: at the top dose activity change, negative = inhibition, hits mostly inhibitors; further: on the % scale 0 is the no-effect control and ±100 the full control effect
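Reaction started by 50 nM substrate onto compound-treated Pol beta (10 nM, 15 min preincubation, room temperature); plates read at 0 min and 10 min. Normalized concentration-effect data fitted by four-parameter Hill equation.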
* = called active by the depositor; ? = inconclusive; . = not tested or not shown; [ ] = remark or other dose. The call rests on the fitted dose curve; in most records, active means well fitted curve in the direction sought with a large enough effect; inconclusive means small, poorly fitted or top-dose-only effect, or another doubt; inactive means no such curve, though single readings can be large; an effect the other way counts as inactive or inconclusive. Potency means the concentration at half of the fitted maximal effect. These rows are one share of the data; count on the stated rates, not on these rows.

SMILES	BAZ2B block	G9a block	BLM inh	Pol eta inh	POLI inh	Pol kappa inh	APEX1 inh	Apoferritin bind	POLB inh
CCn1c(=O)n(CC(=O)N(C)Cc2ccccc2)c(=O)c2ccccc21	10%	6%[12.7 µM]	4%	-11%	2%	0%	5%	2%	0%
Fc1ccccc1/C=C/c1ccc2ccccc2n1	171%[activator]	66%[activator][59 µM]	3%	-26%	20%	4%	11%	-6%	-17%
O=C(C[C@H]1C/C=C/CC[C@@H](Cc2ccc(F)cc2)C(=O)OC[C@H](c2ccccc2)NC1=O)NCCO	.	.	.	-1%	3%	2%	-7%	.	.
COC(=O)C1=C(C)NC(=S)NC1c1ccco1 (stereo unspecified)	-8%	?	-4%	-6%	26%	4%	15%	-1%	19%
COc1cc(C(=O)OCCCN=C2NS(=O)(=O)c3ccccc32)cc(OC)c1OC	3%	4%	-3%	-15%	54%[activator]	4%	4%	-7%	-8%
Cc1cccc(NC(=O)COC(=O)CN2CCCCCC2=O)c1C	.	.	.	1%	65%[activator]	-16%	22%	.	.
C=C(Br)Cn1c(CCC)nc2ccccc21	.	-44%[59 µM]	-3%	8%	9%	2%	13%	-16%	19%
CCN1c2ccccc2-c2nc3ccccc3n2C1c1ccco1 (stereo unspecified)	27%	133%[activator]	-8%	-16%	-16%	-6%	-5%	352%[activator]	?
COc1cc(NC(=O)c2ccc3c(c2)S(=O)(=O)N=C2CCCCCN23)cc(OC)c1	11%	50µM*	.	2%	20%	-3%	-17%	.	.
CNc1nc2cc([N+](=O)[O-])c([N+](=O)[O-])cc2nc1NC	-13%	-38%[59 µM]	0%	-23%	132%[activator]	-7%	3%	-13%	?
COc1ccc(C(=O)N2CCN(c3cccc(Cl)c3)CC2)cc1S(=O)(=O)NC1CC1	9%	12%[59 µM]	.	-4%	22%	10%	14%	.	.
CCOP(=O)(OCC)c1nc(/C=C/c2ccccc2)oc1NCc1ccc(OC)cc1	43%[activator]	17%	-11%	-25%	-19%	-5%	-3%	417%[activator]	11%
CN(C)C(CNc1ccc(C(F)(F)F)cn1)c1ccccc1 (stereo unspecified)	0%	20%	4%	-17%	44%[activator]	-2%	9%	-13%	45%
COc1cccc(/C=N/Nc2nc(Nc3ccccc3)nc(-n3nc(C)cc3C)n2)c1O	-29%	16%	-21%	?	-5%	-15%	-9%	?	-26%
CN(c1ccc(C(=O)N2CCN(c3ccc(F)cc3)CC2)cc1)S(C)(=O)=O	-4%	23%[59 µM]	-5%	-6%	2%	-2%	-3%	-3%	0%

2 entries from above in a different format:
SMILES: CCOP(=O)(OCC)c1nc(/C=C/c2ccccc2)oc1NCc1ccc(OC)cc1
  BAZ2B block: 43%[activator]
  G9a block: 17%
  BLM inh: -11%
  Pol eta inh: -25%
  POLI inh: -19%
  Pol kappa inh: -5%
  APEX1 inh: -3%
  Apoferritin bind: 417%[activator]
  POLB inh: 11%

SMILES: CN(C)C(CNc1ccc(C(F)(F)F)cn1)c1ccccc1 (stereo unspecified)
  BAZ2B block: 0%
  G9a block: 20%
  BLM inh: 4%
  Pol eta inh: -17%
  POLI inh: 44%[activator]
  Pol kappa inh: -2%
  APEX1 inh: 9%
  Apoferritin bind: -13%
  POLB inh: 45%

The main list resumes, repeating the two entries before the break.
SMILES	BAZ2B block	G9a block	BLM inh	Pol eta inh	POLI inh	Pol kappa inh	APEX1 inh	Apoferritin bind	POLB inh
COc1cccc(/C=N/Nc2nc(Nc3ccccc3)nc(-n3nc(C)cc3C)n2)c1O	-29%	16%	-21%	?	-5%	-15%	-9%	?	-26%
CN(c1ccc(C(=O)N2CCN(c3ccc(F)cc3)CC2)cc1)S(C)(=O)=O	-4%	23%[59 µM]	-5%	-6%	2%	-2%	-3%	-3%	0%
O=C(c1c[nH]c2ccc(S(=O)(=O)Nc3ccccc3F)cc2c1=O)N1CCCCCC1	.	-32%[59 µM]	-2%	0%	?	-15%	.	-5%	17%
COc1ccc(Cl)cc1NC(=O)c1ccccc1C	42%[activator]	13%[59 µM]	-3%	-13%	-6%	-6%	5%	-2%	8%
COCc1ccc(-c2c(-c3ccc(OC)cc3)oc(=O)c3cc(OC)c(OC)cc23)cc1	.	.	.	-12%	2%	-16%	-6%	.	.
Cc1cc(C)c(NC(=S)NCCCSC2CCCCC2)c(C)c1	?	?	-11%	-13%	58%[activator]	-24%	-4%	0%	-6%
CN(Cc1ccc(F)cc1)C(=O)c1cc(COc2ccc(-n3cncn3)cc2)on1	-26%	7%	0%	-13%	33%[activator]	-10%	13%	?	?
Cc1ccc(C)c(NC(=O)COC(=O)c2ccc(S(=O)(=O)N3CCCCC3)cc2)c1	1%	1%[12.7 µM]	.	-11%	23%	1%	6%	.	.
COc1cccc(-c2csc3nc[nH]c(=O)c23)c1	-9%	-43%[12.7 µM]	-1%	7%	9%	-6%	8%	-10%	-1%
O=C(CCN1C(=O)c2ccccc2C1=O)C1=NN[C@@H]2C(=O)N(c3ccc4c(c3)OCCO4)C(=O)[C@H]12	-17%	?	-5%	-2%	-16%[58.9 µM]	0%	1%	-5%	-15%
COc1ccc(C2(C(=O)N3CCOCC3)CCCC2)cc1	7%	-3%[0.501 µM]	-3%	-1%	7%	7%	16%	-4%	-6%
COc1cc(OC)c(NC(=O)CCc2nc(-c3ccc(C)cc3)no2)cc1Cl	15%	6%[59 µM]	-17%	-15%	-12%	0%	4%	7%	6%
COC(=O)c1c(NC(NC(=O)C(C)C)C(Cl)(Cl)Cl)sc2c1CCC2 (stereo unspecified)	-12%	?	-5%	-17%	6%	-4%	3%	7%	0%
CC(c1ccncn1)N(C)Cc1nc(Cc2ccccc2F)no1 (stereo unspecified)	2%	-1%	-4%	4%	67%[activator]	-6%	2%	-9%	12%
O=c1c2ccccc2nnn1COc1cccc(Cl)c1	7%	98%[activator]	-3%	-2%	-3%	-1%	8%	?	?
COc1ccc(/C=C(/NC(=O)c2ccccc2)C(=O)N2CCOCC2)cc1OC	37%[activator]	25%	-1%	-14%	39%[activator]	-4%	79%[activator]	1%	9%
CCCCOc1ccc(C2/C(=C(\O)c3ccc4c(c3)OCCO4)C(=O)C(=O)N2CCCN2CCOCC2)cc1 (stereo unspecified)	-36%	?	-10%	-2%	?	-12%	37%	?	-18%
O=C(Cc1ccccc1)NC1CCSc2ccccc21 (stereo unspecified)	-16%	24%	1%	-7%	25%	-6%	18%	-8%	6%
CCCn1c(=N)n(CC(=O)c2ccc(Cl)cc2)c2ccccc21	3%	0%	0%	-10%	6%	2%	30%	5%	86%
COc1cccc(-c2sc3ccc(OC)cc3c2C#CC2(O)CCCCC2)c1	?	12%[0.501 µM]	.	-9%	7%	-21%	-13%	.	.
COc1cc(NC(=O)C2CC(=O)N(Cc3ccco3)C2)cc(OC)c1 (stereo unspecified)	-5%	17%[2.33 µM]	.	-20%	40%[activator]	-4%	16%	.	.
O=C(NNc1ccccc1[N+](=O)[O-])NC1CCCCC1	-19%	50µM*	-2%	7%	7%	-8%	-1%	-22%	2%
O=C(CSc1cccc[n+]1[O-])c1ccc(-c2ccccc2)cc1	.	3.5µM*	-3%	8%	8%	-4%	10%	-11%	-18%
CNc1ncc(C(=O)c2ccc(Cl)cc2)s1	2%	74%[activator][59 µM]	0%	0%	36%[activator]	-16%	1%	?	37%
Cc1cc(C)c(NC(=O)CSc2nc3ccccc3c3nc(CCn4cncc4C)nn23)c(C)c1	-5%	-5%[59 µM]	4%	-7%	?	-2%[60.1 µM]	.	7%	?
O=C1C(Cl)=C(N2CCCCCC2)C(=O)N1c1ccccc1Cl	38%	45%[activator]	-6%	-3%	18%	-10%	-6%	?	1%
Cc1[nH]n(C(N)=S)c(=O)c1N=Nc1ccc(S(=O)(=O)N2CCCCCC2)cc1	?	-21%[59 µM]	-6%	-11%	-5%	-11%	3%	?	?
Cc1cc(C(=O)Nc2nncs2)oc1C	2%	-13%[0.501 µM]	1%	-15%	26%	-17%	-4%	-2%	-7%
O=c1[nH]c(SCc2ccccc2Cl)nc2c1CCC2	-6%	6%[12.7 µM]	1%	-16%	0%	-5%	2%	4%	-23%
Cc1cc(C)n(-c2nc(NCCCO)c3c4c(sc3n2)CCCC4)n1	-22%	5%[59 µM]	1%	-20%	24%	-7%	6%	-14%	0%
CCCc1cc(=O)[nH]c(Nc2ccc3c(c2)OCCO3)n1	-23%	4%	2%	-20%	92%[activator]	-9%	0%	-11%	-3%
NNC(=O)c1ccccc1OCCOc1ccccc1	-27%	6%	-1%	-19%	3%	4%	26%	-9%	1%
CCOC(=O)C1(Cc2ccc(Cl)cc2)CCN(C(=O)c2sc(C)nc2C)CC1	-14%	-7%	-3%	-14%	5%	2%	-3%	-15%	-8%
Cc1ccc(SCC(=O)N(C)C2CCS(=O)(=O)C2)cc1 (stereo unspecified)	-21%	1%	-1%	-19%	6%	3%	2%	-8%	?
Cc1ccc(S(=O)(=O)c2cn(CC(=O)Nc3cccc(Cl)c3)c3ccccc3c2=O)cc1	-14%	-37%[59 µM]	-7%	-15%	-1%	-16%	.	-11%	-4%
CCOC(=O)CNC(=O)Cc1ccc(Cl)cc1	0%	.	-6%	-18%	184%[activator]	2%	0%	4%	0%
CSc1oc(-c2ccccc2)nc1S(=O)(=O)c1ccc(F)cc1	8%	40µM*	-10%	-15%	15%	-9%	0%	2%	1%
CCCOC(=O)c1c(NC(=O)/C=C/c2cnn(C)c2C)sc(C(=O)OC)c1C	2%	9%[0.0925 µM]	-1%	-13%	7%[58.9 µM]	-5%	12%	-8%	24%
CCCc1nnc(NC(=O)CSc2nnc(-c3ccco3)n2C)s1	6%	9%[59 µM]	0%	-1%	-8%	1%	3%[12.4 µM]	-15%	30%
COc1ccc(-n2c(=O)c(-c3cccs3)nc3cnc(Nc4ccccc4)nc32)cc1	.	5%[0.501 µM]	-1%	.	.	0%[60.1 µM]	-2%	.	.
Cc1[nH]c(=O)[nH]c(=O)c1/C=C/C(=O)OCC(C)C	-5%	2%[59 µM]	5%	-2%	5%	-13%	-2%	-8%	20%
Cc1ccc(C(=O)CCC(=O)OC(C)C(=O)NC2CCCCC2C)cc1 (stereo unspecified)	-3%	2%[12.7 µM]	.	1%	-3%	-8%	0%	.	.
CCCCCCSc1cc(-c2nc3ccc(C)cn3c2NCc2ccccc2)ccc1OC	-34%	14%[2.33 µM]	.	-19%	-5%	3%	16%	.	.

High-throughput results (PubChem BioAssay)
